# p53ts 32C kill: cytotoxicity in p53ts cells at permissive temperature; H1299-p53A138V at 32C, ATP luminescence viability, 24 h; 130,000 compounds, 0.93% hits; Potency, µM (series often up to 46.1 µM), inactives show at the highest dose activity change, negative = cytotoxicity, usual class: cytotoxic;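 note: 0% = DMSO and -100% = full killing by reference compound; nearly all actives have a fitted effect of over 55% in size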
#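 Cells: H1299 p53ts (A138V), 600/well, pre-incubated 16–30 h at 37C. Cpd up to 46 uM, 24 h, 32C. Readout: ATPlite luminescence, 20 min RT. Normalization: DMSO vs tamoxifen 100 uM. AC50 by Hill equation.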
# Imprint erasure: genomic imprint erasure induction; AID 1948; 110,000 compounds, 0.02% hits; Potency, µM (highest dose often 60.7 µM), inactives show top-dose activity change, positive = activation, actives largely listed as activators; mouse ES Peg3-LacZ reporter, beta-gal luminescence, 40 h;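 note: 0% = negative control wells on the plate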
#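 Readout: BetaGlo luminescence (5 min, room temp) for LacZ from the normally silent maternal Peg3 allele in female Peg3LacZ-Neo ES cells. Cells 300/well, 40 h, 37C, 5% CO2. Data normalized per plate to negative controls.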
# IkB signaling: IkB pathway inhibition in ABC-DLBCL cells | AID 445 | Potency, µM (titrated, usually from 57.1 µM), for inactives: top-dose IkBa stabilization activation | 110,000 compounds, 0.04% hits | ABC-DLBCL IkBa-CBG/CBR dual luciferase ratio, 4 h; response scale: scaled: untreated 0%, proteasome inhibitor 100%; active = well fitted curve in the direction sought with a large enough effect in the signal ratio, not every such curve was filed as active; inconclusive = small, poorly fitted or top-dose-only effect, or a change in a side signal; the % refers to the signal ratio;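 note: the direction sought is a rising ratio; 0% = basal untreated cells and 100% = reference inhibitor full response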
#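 In this assay, an IκBα–CBG68 fusion accumulates when IKK-driven degradation is blocked; native CBR normalizes for cell number. OCI-Ly3 cells were treated 4 h with compound and doxycycline, then green and red light read after Chroma-Glo addition.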
# p53ts 39C tox: cytotoxicity in p53ts cells at nonpermissive temperature | H1299-p53A138V viability at 39C, ATP luminescence, 24 h | Potency, µM (doses to about 46.1 µM), for the others: at the highest dose activity change, negative = cell killing, most hits filed as cytotoxic | 130,000 compounds, 1.5% hits | AID 902; note: nearly all actives have a fitted effect of over 55% in size
# An asterisk follows results filed as active; ? = inconclusive; . = no result given; & = joins results of further samples; [ ] = remark or other dose. Unless noted, calls come from the whole dose curve; as a rule, active = well fitted curve in the direction sought with a large enough effect; inconclusive = small, poorly fitted or top-dose-only effect, or another doubt; inactive = no such curve, though single readings can be large; an effect the other way counts as inactive or inconclusive. Unless noted, % is set by controls: 0 for no effect and ±100 for the full control effect; potency is the fitted concentration of half-maximal effect.
SMILES,p53ts 32C kill,Imprint erasure,IkB signaling,p53ts 39C tox
CN1CCN(C(=O)c2cnn3c(C(F)F)cc(C4CC4)nc23)CC1,-1%,-2%,-5.3%,6%
COCc1cc(C)nc2c1C(=O)NC(c1ccc(NC(C)=O)cc1)N2Cc1ccccc1 (stereo not drawn),17%,-8%[10.9 µM],?,15%
N#Cc1ccc(C23CC4(C2)[C@H](CN(Cc2cccnc2)[C@@H]4c2ccccc2)C3c2ccc(C(F)(F)F)cc2)cc1 (stereo partly drawn),11%,-17%,.,-3%
Cc1ccc(C)c(OCCOCCN2CCOCC2)c1,-10%,-12%,0.9%,-7%
CCN1/C(=C/C(C)=O)Sc2ccc(OC)cc21,6%,-15%&-21%,-0.1%,-22%
CCOC(=O)c1ccccc1NC(=O)Cn1c(=O)n(Cc2ccc(C(=O)NCc3ccc4c(c3)OCO4)cc2)c(=O)c2ccccc21,17%,18%[10.9 µM],1.1%,29%
COc1cccc(C(=O)Nc2ccc3nc(SCC(=O)N4CCOCC4)sc3c2)c1,?,-13%[10.9 µM],?,?
COc1ccc(-n2cc(C(=O)Nc3ccccc3C#N)c3ccccc3c2=O)cc1,9%,-7%[10.9 µM],?,-9%
N#Cc1ccc(COC(=O)Cn2nnc(-c3ccccc3)n2)cc1,1%,8%,0.4%,-5%
O=C(O)CCC(=O)Nc1ccc(N2CCCCC2)c(C(=O)O)c1,6%,2%,-0.3%,-2%
O=C(CCn1c(=O)c2cccn2c2cccnc21)Nc1ccccc1Br,9%,-7%[10.9 µM],0.6%,-15%
COc1ccccc1OCC(O)Cn1c(=N)n(CCN2CCCCC2)c2ccccc21 (stereo not drawn),-13%,-19%,0.0%,2%
COc1ccc(-c2noc(CN(C)S(=O)(=O)c3ccc(C)cc3)n2)cc1,2%,-24%,?,1%
COc1ccc(Cl)cc1C(=O)n1nc(C)cc1C,5%,1%,-1.5%,-3%
Cc1ccc(CSC2=NC(C)(C)Nc3ccccc32)c(C)c1,-2%,-13%[10.9 µM],?,?
CC(C)C(=O)NCCc1nc2ccccc2n1C,3%,18%,0.9%,-5%
CCOc1ccc(-n2nc(CO)c(C(=O)NCC(c3ccccc3)c3ccccc3)n2)cc1,8%,-4%[10.9 µM],-2.5%,-23%
COc1ccc(Cl)cc1NC(=O)CSc1ccc2nnc(CCNS(=O)(=O)c3ccccc3)n2n1,-9%,-9%[10.9 µM],0.3%,-4%
CCOc1ccc(NC(=O)Cn2cc(C(=O)c3ccccc3)c(=O)c3cc4c(cc32)OCO4)cc1,11%,-11%[10.9 µM],-0.8%,-4%
C=CCNC(=O)c1ccccc1Cl,-6%,-6%,0.8%,0%
O=C(CSc1n[nH]c(-c2ccncc2)n1)NCCc1ccccc1,4%,-3%,0.1%,12%
C=CCNC(=O)CSc1nnc(-c2ccncc2)n1CCc1ccccc1,11%,.,.,14%
CCc1ccccc1NC(=O)c1sc(-n2nc(C)c(Cc3ccc4c(c3)OCO4)c2C)nc1C,-5%,-12%[10.9 µM],1.6%,-18%
COc1ccc(C(=O)N2c3cc4c(cc3C(C)=CC2(C)C)OCO4)cc1,24%,-26%,11%,29%

# A stretch of the results above:
SMILES,p53ts 32C kill,Imprint erasure,IkB signaling,p53ts 39C tox
COc1ccc(-c2noc(CN(C)S(=O)(=O)c3ccc(C)cc3)n2)cc1,2%,-24%,?,1%
COc1ccc(Cl)cc1C(=O)n1nc(C)cc1C,5%,1%,-1.5%,-3%

# Next section.
SMILES,p53ts 32C kill,Imprint erasure,IkB signaling,p53ts 39C tox
CC1CN(c2nc3ccccn3c(=O)c2/C=C(\C#N)S(=O)(=O)c2ccccc2)CC(C)O1 (stereo not drawn),0%,-11%,3.9%,9%
CCN(CC)S(=O)(=O)c1cc(C(=O)OCC(=O)Nc2cccc(C)c2C)ccc1F,-22%,.,.,-10%
COc1ccc(N2CCN(S(=O)(=O)CCNC(=O)c3ccc(OC(C)C)cc3)CC2)cc1,-6%,-12%[10.9 µM],?,?
Cc1csc(NC(=O)CNC(=O)OCc2ccccc2)n1,-10%,.,3.6%,-10%
O=C(COc1ncnc2sccc12)Nc1ccc2c(c1)OCCO2,-1%,-3%,0.1%,-10%
CCC(C)NC(=O)c1ccc2c(c1)N(Cc1ccccc1)C(=O)c1ccccc1S2 (stereo not drawn),8%,-14%[10.9 µM],?,-16%
Cc1cc(Cl)ccc1OCC(=O)N1CCC(c2nc3ccccc3o2)CC1,-8%,-10%[10.9 µM],?,-4%
COc1cccc(CSc2nc3n(n2)C(CC(C)C)C(C(=O)Nc2ccccc2OC)=C(C)N3)c1 (stereo not drawn),-29%,-19%[10.9 µM],?,-29%
Cc1ccc(C(=O)c2ccc(N3CCOCC3)c(F)c2)cc1,-22%,.,.,11%
CCCCC(CC)C(=O)Nc1ccccc1C#N (stereo not drawn),-2%,3%,0.5%,-7%
Cc1ccc(C)c(Cn2c(=O)n(Cc3ccc4c(c3)OCO4)c(=O)c3oc4ccccc4c32)c1,4%,-6%[10.9 µM],0.0%,-14%
CC(=O)c1cccc(NC(=O)N2CCc3ccccc3C2)c1,-15%,-29%,0.9%,-19%

# A second format for some results above.
# Values run as follows: p53ts 32C kill | Imprint erasure | IkB signaling | p53ts 39C tox
CN1CCN(C(=O)c2cnn3c(C(F)F)cc(C4CC4)nc23)CC1
→ -1% | -2% | -5.3% | 6%
COc1ccc(-c2noc(CN(C)S(=O)(=O)c3ccc(C)cc3)n2)cc1
→ 2% | -24% | ? | 1%
O=C(COc1ncnc2sccc12)Nc1ccc2c(c1)OCCO2
→ -1% | -3% | 0.1% | -10%
Cc1cc(Cl)ccc1OCC(=O)N1CCC(c2nc3ccccc3o2)CC1
→ -8% | -10%[10.9 µM] | ? | -4%

# Further records follow.
SMILES,p53ts 32C kill,Imprint erasure,IkB signaling,p53ts 39C tox
Cc1ccccc1NC(=O)c1cc(S(=O)(=O)N2CCOCC2)cs1,8%,-7%,1.7%,-6%
COc1ccc(CC(NC(C)=O)C(=O)NC2CCN(C(=O)Nc3ccc(C#N)cc3)CC2)cc1OC (stereo not drawn),-4%,-1%,-1.4%,3%
CCCCNc1cc(=O)n(C)c(=O)n1C,-11%,.,.,-6%
COc1ccc(CNC(=O)c2cnc3n(c2=O)CCS3)cc1,10%,-8%,-2.1%,18%
CCOc1cc2c3c(c1)C1(C(=O)N3C(C)(C)C=C2C)C(C#N)=C(N)Oc2cc(O)ccc21 (stereo not drawn),29%,-7%,?,16%
CN(C)CCCC1(O)c2ccccc2C=Cc2ccccc21,-6%,.,.,0%
Cn1c(SCC(=O)N2CCCCCC2)nc2c([nH]c3ccccc32)c1=O,-2%,-12%,-1.4%,6%
Cc1ccc(S(=O)(=O)c2cc3cc(C(=O)Nc4ccc(C)cc4C)ccc3oc2=O)cc1,5%,-3%[10.9 µM],-0.7%,-10%
COc1ccc(-c2nc3scc(CCNS(=O)(=O)c4ccc(C)cc4)n3n2)cc1,5%,-17%[10.9 µM],1.4%,-17%
Cc1ccc(CN2CCC(CNc3ncnc4onc(-c5ccc(F)cc5)c34)CC2)cc1,6%,-4%[10.9 µM],?,-28%
CCCCCCc1c(C)c2c(cc(C)c3c(C)c(C)oc32)oc1=O,-6%,10%[10.9 µM],-1.3%,20%
O=c1c2cnn(-c3ccccc3)c2ncn1Cc1cccnc1,-5%,?,-0.4%,-9%
CCc1ccccc1Nc1nn2c(=O)c3ccc(C(=O)NCc4cccs4)cc3nc2s1,-6%,-12%[10.9 µM],-1.4%,-6%
COc1ccccc1NC(=O)C1=C(C)Nc2nc(SCc3ccc(Cl)cc3)nn2C1c1ccccc1Cl (stereo not drawn),18%,-16%[10.9 µM],?,-4%
Cc1ccc(C(=O)Nc2nc(-c3nnn(-c4cccc(Cl)c4C)c3C)ns2)cc1C,-6%,-8%[10.9 µM],?,-1%
CS(=O)(=O)N1CCC[C@@]2(CCN(c3ncccn3)C2)C1,4%,.,0.9%[11.4 µM],5%
O=[N+]([O-])c1ccccc1/C=N/n1c(C2CCCCC2)n[nH]c1=S,-30%,.,.,-19%
Cc1cc(OCC(=O)Nc2cnn(CCCC(=O)O)c2)ccc1Cl,-3%,-7%[10.9 µM],-0.5%,-3%
COc1ccc(Nc2nc3ccc(Cl)cc3nc2-n2nc(C)cc2C)cc1,11%,-7%[10.9 µM],-0.4%,-7%
Cc1cc(=O)[nH]c2ccccc12,-1%,-4%,1.1%,1%
O=C(Nc1ccc(-c2cn3ccsc3n2)cc1)C1CC1,6.3µM*,-38%[inhibitor],0.1%,5µM*
Cc1nnc(SCC(=O)Nn2cnnc2)s1,8%,0%,2.0%,-5%
CCn1c(=O)cc(OCC(=O)N2CCN(c3cccc(C)c3C)CC2)c2ccccc21,16%,-13%[10.9 µM],?,?
Cc1nn(S(=O)(=O)c2ccc(C(C)C)cc2)c(C)c1S(=O)(=O)N1CCCCC1,-8%,26%[10.9 µM],0.1%,5%

# Single records, from the list above. Order of values: p53ts 32C kill	Imprint erasure	IkB signaling	p53ts 39C tox
# CS(=O)(=O)N1CCC[C@@]2(CCN(c3ncccn3)C2)C1 reads 4%	.	0.9%[11.4 µM]	5%
# CCn1c(=O)cc(OCC(=O)N2CCN(c3cccc(C)c3C)CC2)c2ccccc21 reads 16%	-13%[10.9 µM]	?	?

# (listing goes on)
SMILES,p53ts 32C kill,Imprint erasure,IkB signaling,p53ts 39C tox
CCOC(=O)c1c(C)[nH]c(C)c1S(=O)(=O)NCC(=O)N1CCN(c2cc(Cl)ccc2C)CC1,9%,-13%[10.9 µM],?,-5%
Cc1ccc(NC(=O)N(Cc2ccc3c(c2)OCO3)Cc2cc3cc4c(cc3[nH]c2=O)OCCO4)cc1,14%,-12%,0.8%,-10%
CCOc1ccc(CNC(=O)C2CCC(=O)N2C2CCCC2)cc1OC (stereo not drawn),25%,1%,-1.1%,10%
O=C(Nc1ccc2ccccc2c1)[C@H]1C[C@@H]1[C@H](NP(=O)(c1ccccc1)c1ccccc1)c1ccccc1,21%,-18%,.,2%
Cc1ccc(Cl)cc1NC(=O)CCCn1c(=O)c2cccn2c2ccccc21,-18%,6%[10.9 µM],?,-23%
COc1ccc(Cl)cc1-n1c(C)cc(C(=O)O)c1C,-7%,-13%,1.6%,-12%
CCn1c(SCC(=O)N2CCc3ccccc32)nnc1-c1c[nH]c2ccccc12,-10%,-16%,14%,-21%
CCOC(=O)CCN1C(=O)[C@H]2[C@H]3[C@H](O)[C@H](O)C/C(=N/NC(=O)OCC)[C@H]3CC[C@@H]2C1=O,7%[9.22 µM],.,.,6%[9.22 µM]
NC(=O)C1CCN(C(=O)CN2C(=O)c3ccccc3S2(=O)=O)CC1,3%,-3%,-2.5%,7%
CCCCNC(=O)c1ccc2nc(-c3ccco3)c(-c3ccco3)nc2c1,-8%,-19%,?,-12%
c1cncc(CNC2CCCc3ccccc32)c1 (stereo not drawn),3%,-11%,0.1%,-2%
CCc1nc2ccccc2c(=O)n1NC(=O)c1c(O)c2cccc3c2n(c1=O)CCC3,4%,1%,?,-4%
COc1ccccc1S(=O)(=O)Cc1ccc(C(=O)N2CCOCC2)o1,14%,6%,-1.0%,9%
CC(=O)Nc1nnc(SCc2cc(=O)c3cccc(C)c3[nH]2)s1,-2%,-6%[10.9 µM],-3.3%,9%
CC1CC(C)CN(S(=O)(=O)c2cccc3cccnc23)C1 (stereo not drawn),17%,-16%,0.0%,9%
Cc1nn(C)c(C)c1S(=O)(=O)N1CCCC(C(=O)N2CCN(c3ccccc3)CC2)C1 (stereo not drawn),-11%,-6%,1.9%,-2%
CCN(CC)CCN1C(=O)c2cccc3cc(N)cc(c23)C1=O,4%[9.22 µM],-8%[10.9 µM],1.6%[11.4 µM],2%[9.22 µM]
O=S(=O)(c1cc(-c2nnc(-c3ccc(Br)cc3)o2)ccc1Br)N1CCCCCC1,-2%,.,.,-4%
CC(C)(C)C1CCc2nc(NC(=O)Cc3ccccc3)sc2C1 (stereo not drawn),-4%,-10%[10.9 µM],-2.6%,-23%
CCOc1ccc2oc(-c3ccccc3)c(C(=O)O)c2c1,-2%,-13%,?,2%
CCCCC(CC)CNC(=O)CCS(=O)(=O)c1cccc2nonc12 (stereo not drawn),-10%,-18%,2.6%,-10%
O=C(NC1CC1)C1CCN(c2ccc(S(=O)(=O)N3CCOCC3)cc2)CC1,-2%,-2%,-0.7%,-20%
COC(=O)c1c(-c2ccc(Cl)cc2)noc1N1CCN(c2ccccc2F)CC1,-12%,-10%[10.9 µM],8.4%,-2%
